High-throughput results from PubChem BioAssay.
Pol beta inh = qHTS Assay for Inhibitors of DNA Polymerase Beta; P06746; Pol beta primer extension/strand displacement, fluorescence kinetic; Potency, µM (top dose mostly 114 µM), without a hit: top-dose activity change, negative = inhibition, usual class: inhibitors; 340,000 compounds, 1.3% hits; AID 485314, 2010; further: potency means the concentration at half of the fitted maximal effect; on the % scale 0 is the no-effect control and ±100 the full control effect
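Curves were derived by four-parameter Hill fits of normalized qHTS data. The kinetic fluorescent primer-extension read was taken at 0 and 10 min after 50 nM substrate, following a 15 min room-temperature preincubation of 10 nM enzyme with compounds.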
RGS4 inh = Inhibitors of Regulator of G Protein Signaling (RGS) 4: qHTS. Regulator of G-protein signaling 4 (Homo sapiens), P49798. Transcreener GDP fluorescence polarization, RGS4-accelerated GTP hydrolysis. Potency, µM (titrated, usually from 114 µM), without a hit: at the top dose activity change, negative = inhibition, usual class: inhibitors. 390,000 compounds, 0.039% hits. AID 504845, 2011; further: potency means the concentration at half of the fitted maximal effect; on the % scale 0 is the no-effect control and ±100 the full control effect; nearly all actives have a fitted effect of over 75% in size; some results filed as inactive show a strong effect at the top dose
Target sequence (P49798 whole entry, looked up): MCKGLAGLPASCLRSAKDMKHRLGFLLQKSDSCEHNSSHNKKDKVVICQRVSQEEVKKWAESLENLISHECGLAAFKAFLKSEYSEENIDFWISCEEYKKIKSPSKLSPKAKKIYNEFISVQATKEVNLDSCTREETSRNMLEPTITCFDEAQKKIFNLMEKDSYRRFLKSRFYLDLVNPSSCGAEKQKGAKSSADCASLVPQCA
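MLSMR compounds (23 nl, pin-transferred) preincubated 10 min at room temperature with a 500nM (2x) first reagent, then RGS4 at 900nM (2x) plus Transcreener GDP mix added; fluorescence polarization (620/688 nm) read before and after 90 min at 30 °C.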
LDHA block = qHTS assay for inhibitors of human lactate dehydrogenase | L-lactate dehydrogenase A chain (Homo sapiens), P00338 | purified LDHA, NADH/diaphorase-resazurin fluorescence; stronger effect = lower value | activity change, % (values are at about 110 or 230 µM) | 480,000 compounds, 0.15% hits | AID 1347041, 2019; in the data active means activity change below about -30%; inconclusive means mostly about -25% to -30%;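 further: plate controls were DMSO wells for no effect and wells without enzyme for full effect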
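Remaining NADH was detected by diaphorase (0.133 mg/mL) converting 37 µM resazurin to fluorescent resorufin, read at 0 and 20 minutes. The preceding 5-minute room-temperature reaction used 2 nM LDHA, 0.2 mM sodium pyruvate and 0.06 mM NADH at pH 7.4.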
12-LOX inh = Primary qHTS assay for inhibitors of human arachidonate 12S-lipoxygenase (ALOX12): Round 2. AID 1671190, 2021. Polyunsaturated fatty acid lipoxygenase ALOX12 (Homo sapiens), P18054. purified 12hLO, xylenol orange hydroperoxide absorbance. 580,000 compounds, 1.1% hits. Potency, µM (series often up to 108 µM), without a hit: at the top dose activity change, negative = inhibition, most hits filed as inhibitors; further: potency means the concentration at half of the fitted maximal effect; on the % scale 0 is the no-effect control and ±100 the full control effect
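Hydroperoxide product was detected by ferrous iron/xylenol orange as the 573 to 405 nm absorbance ratio. Arachidonic acid at 40 uM (final) was turned over for 30 min at room temperature by 150 nM human 12hLO, pH 7.0 Hepes buffer, after 15 min compound preincubation.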
Apoferritin bind = qHTS Assay for Identification of Novel General Anesthetics; Potency, µM (doses to about 77.5 µM), without a hit: top-dose activity change, negative = displacement, actives largely listed as inhibitors; apoferritin/1-aminoanthracene competitive binding, fluorescence; 350,000 compounds, 0.074% hits; further: potency means the concentration at half of the fitted maximal effect; on the % scale 0 is the no-effect control and ±100 the full control effect; nearly all actives have a fitted effect of over 20% in size
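Horse-spleen apoferritin (10 uM) was mixed with 50% saturated 1-aminoanthracene in PBS, exposed to compounds for 10 min at room temperature, and read for fluorescence (ex 380 nm, em 535 nm). Competitive displacement was fitted with a four-parameter Hill equation.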
POLH inh = qHTS for Inhibitors of Polymerase Eta | DNA polymerase eta (Homo sapiens), Q9Y253 | recombinant Pol eta, fluorescent DNA replication assay | Potency, µM (series often up to 114 µM), for the others: top-dose activity change, negative = inhibition, hits mostly inhibitors | 390,000 compounds, 1.2% hits; further: potency means the concentration at half of the fitted maximal effect; on the % scale 0 is the no-effect control and ±100 the full control effect
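Fluorescent replication assay: 50 nM final substrate added after a 15 min room-temperature compound preincubation with 10 nM enzyme. Signal taken at 0 min and again at 10 min.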
Pol kappa inh = qHTS for Inhibitors of Polymerase Kappa | purified Pol kappa, fluorescent DNA synthesis assay, 10 min | DNA polymerase kappa (Homo sapiens), Q9UBT6 | 400,000 compounds, 0.53% hits | Potency, µM (series often up to 107 µM), for the others: at the highest dose activity, negative = inhibition, most hits filed as inhibitors; further: potency means the concentration at half of the fitted maximal effect; on the % scale 0 is the no-effect control and ±100 the full control effect
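Kinetic fluorescence screen: compound preincubated 15 min RT with 10 nM enzyme; 50 nM substrate (final) initiates; reads at 0/10 min.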
APE1 inh = qHTS Assay for Inhibitors of the Human Apurinic/apyrimidinic Endonuclease 1 (APE1). DNA repair nuclease/redox regulator APEX1 (Homo sapiens), P27695. recombinant APE1, TAMRA/BHQ-2 abasic DNA cleavage fluorescence. Potency, µM (series often up to 65.8 µM), inactives show at the highest dose activity change, negative = inhibition, hits mostly inhibitors. 350,000 compounds, 0.35% hits;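 further: potency means the concentration at half of the fitted maximal effect; plate controls were vehicle for no effect and reference inhibitor for full effect; nearly all actives have a fitted effect of over 55% in size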
Target sequence (P27695 whole entry, looked up): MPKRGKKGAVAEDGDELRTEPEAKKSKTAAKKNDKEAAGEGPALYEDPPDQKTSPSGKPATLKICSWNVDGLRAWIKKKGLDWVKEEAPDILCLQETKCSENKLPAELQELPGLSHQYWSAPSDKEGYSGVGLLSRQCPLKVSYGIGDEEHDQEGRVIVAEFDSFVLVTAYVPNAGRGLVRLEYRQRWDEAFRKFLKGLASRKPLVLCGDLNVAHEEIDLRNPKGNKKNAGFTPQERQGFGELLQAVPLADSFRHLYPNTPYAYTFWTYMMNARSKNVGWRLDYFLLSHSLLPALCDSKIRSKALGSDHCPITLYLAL
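Enzyme (0.75 nM final) and test compound are incubated 15 min at room temperature before adding 50 nM quenched THF abasic-site duplex. Cleavage dequenches TAMRA, followed at 525/598 nm over three reads one minute apart.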
ERG Ets-DNA blk = qHTS for Small Molecule Inhibitors of the ERG Ets/DNA interaction | Transcriptional regulator ERG (Homo sapiens), P11308 | fluorescence polarization, His-ERG Ets domain / labelled DNA | Potency, µM (highest dose often 76.9 µM), inactives show top-dose FP activity, negative = inhibition, most hits filed as inhibitors | 370,000 compounds, 0.028% hits; active means well fitted inhibition curve with a large enough effect in the polarisation, with a control signal flat; inconclusive means small, poorly fitted or top-dose-only effect, or effect the other way, or a change in a side signal; inactive means no such curve, though single readings can be large or run the other way; the % refers to the polarisation;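 further: polarization taken with two DNA probes labelled with fluorescein and Texas red; potency means the concentration at half of the fitted maximal effect; % of control where 0% means no effect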
Target sequence (P11308 whole entry, looked up, the tested form may be a part): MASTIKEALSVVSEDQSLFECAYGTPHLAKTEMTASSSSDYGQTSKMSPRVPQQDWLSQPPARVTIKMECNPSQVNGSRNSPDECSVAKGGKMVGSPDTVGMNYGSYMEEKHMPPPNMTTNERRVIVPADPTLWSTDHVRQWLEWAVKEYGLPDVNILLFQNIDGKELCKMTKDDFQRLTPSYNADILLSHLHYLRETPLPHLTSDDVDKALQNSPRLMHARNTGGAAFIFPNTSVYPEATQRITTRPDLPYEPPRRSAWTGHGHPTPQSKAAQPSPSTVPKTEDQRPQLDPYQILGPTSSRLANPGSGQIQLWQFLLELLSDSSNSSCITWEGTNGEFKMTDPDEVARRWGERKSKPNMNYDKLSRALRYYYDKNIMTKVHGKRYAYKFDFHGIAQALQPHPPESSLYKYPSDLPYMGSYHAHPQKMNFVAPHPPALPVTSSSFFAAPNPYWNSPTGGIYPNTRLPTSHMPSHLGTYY
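His-tagged ERG Ets domain (1 uM in the protein solution; 300mM KCl, 50mM Tris-HCl, 1mM EDTA, 1mM DTT, pH 7.5) received compound, then a probe mix of 5 nM fluorescein-DNA and 100nM Texas-615-DNA. Fluorescence polarization was read for both dyes.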
Numbers without * were called inactive; [ ] = another dose, or the depositor's remark. Unless noted, the call rests on the fitted dose curve; in most records, active means well fitted curve in the direction sought with a large enough effect; inconclusive means small, poorly fitted or top-dose-only effect, or another doubt; inactive means no such curve, though single readings can be large; an effect the other way counts as inactive or inconclusive. The list is partial, so the mix of outcomes need not match the whole.

How did CC(=O)NC1=NN(C(C)=O)C(C)(c2ccc3ccccc3c2)S1 (centres undefined) do in these assays?
Pol beta inh: 1%; RGS4 inh: -9%; LDHA block: -5; 12-LOX inh: -7%; Apoferritin bind: -10%; POLH inh: -19%; Pol kappa inh: -5%; APE1 inh: 11%

How did CCc1nn(CC(=O)NC(C)c2ccccc2)c(=O)c2cc3sccc3n12 (centres undefined) do in these assays?
Pol beta inh: 16%; RGS4 inh: 2%; LDHA block: 2; 12-LOX inh: inconclusive; Apoferritin bind: -5%; POLH inh: -11%; Pol kappa inh: 14%; ERG Ets-DNA blk: -2%

Results for Cc1cc(=O)n2[nH]c(SCc3ccccc3Cl)nc2n1 ?
Pol beta inh: 2%; RGS4 inh: -1%[56.9 µM]; LDHA block: -3; 12-LOX inh: 10%; Apoferritin bind: 1%; POLH inh: -18%; Pol kappa inh: -7%; APE1 inh: 13%; ERG Ets-DNA blk: 13%

How did Cn1c(=O)oc2cc(S(=O)(=O)Nc3ccc4c(c3)OCO4)ccc21 do in these assays?
Pol beta inh: 10%; RGS4 inh: -23%; LDHA block: 4; 12-LOX inh: -16%; Apoferritin bind: -12%; POLH inh: inconclusive; Pol kappa inh: -25%; APE1 inh: -3%; ERG Ets-DNA blk: -3%

How did Cc1nn(-c2ccccc2)c2nc(N)c(C(N)=O)cc12 do in these assays?
Pol beta inh: 37%; RGS4 inh: 0%; LDHA block: -4; 12-LOX inh: 4%; Apoferritin bind: 1%; POLH inh: -7%; Pol kappa inh: 3%; APE1 inh: 13%; ERG Ets-DNA blk: -13%

What do the screens show for `Cc1ccc(S(=O)(=O)C(CNS(=O)(=O)c2cc(F)ccc2F)c2cccs2)cc1` (centres undefined)?
Pol beta inh: -3%; RGS4 inh: 8%; LDHA block: -5; 12-LOX inh: inconclusive; Apoferritin bind: 6%; POLH inh: -9%; Pol kappa inh: -12%[60.1 µM]; ERG Ets-DNA blk: 10%

How did Clc1ccccc1CN1CCSCC1 do in these assays?
Pol beta inh: 0%; RGS4 inh: 6%; LDHA block: -14; 12-LOX inh: inconclusive; Apoferritin bind: inconclusive; POLH inh: -10%; Pol kappa inh: -1%; APE1 inh: 18%; ERG Ets-DNA blk: 4%

What do the screens show for `O=C(NC(=S)Nc1cccc2c(O)cccc12)c1ccccc1[N+](=O)[O-]`?
Pol beta inh: 9%; RGS4 inh: inconclusive; LDHA block: 4; 12-LOX inh: inconclusive; Apoferritin bind: -16%; POLH inh: -11%; Pol kappa inh: -2%; APE1 inh: 28%; ERG Ets-DNA blk: -16%

Results for COc1cc(NC(=O)c2[nH]c(C)c(C(C)=O)c2C)cc(OC)c1OC ?
Pol beta inh: -9%; RGS4 inh: 3%; LDHA block: 0; 12-LOX inh: inconclusive; Apoferritin bind: -3%; POLH inh: -15%; Pol kappa inh: -5%; APE1 inh: 33%; ERG Ets-DNA blk: -3%

How did O=C(O)CSc1nnnn1C1CCCCC1 do in these assays?
Pol beta inh: 7%; RGS4 inh: inconclusive; LDHA block: -2; 12-LOX inh: -16%; Apoferritin bind: -1%; POLH inh: -19%; Pol kappa inh: -3%; APE1 inh: 0%; ERG Ets-DNA blk: 6%

Results for COC(=O)c1ccccc1NC(=O)CSc1nc2sc3c(c2c(=O)[nH]1)CCCC3 ?
Pol beta inh: inconclusive; RGS4 inh: inconclusive; LDHA block: -1; 12-LOX inh: inconclusive; Apoferritin bind: -11%; POLH inh: -4%; Pol kappa inh: -19%; ERG Ets-DNA blk: 5%

What do the screens show for `Cc1noc(C)c1CSc1nc2sc(C)c(C)c2c(=O)n1C1CCCC1`?
Pol beta inh: -25%; RGS4 inh: 16%; LDHA block: 0; 12-LOX inh: 0%; Apoferritin bind: -5%; POLH inh: 10%; Pol kappa inh: -7%; APE1 inh: -3%; ERG Ets-DNA blk: -15%

How did O=C(O)C1CC(=O)N(c2ccc(F)c(F)c2)C1 (centres undefined) do in these assays?
Pol beta inh: 0%; RGS4 inh: -9%; LDHA block: 0; 12-LOX inh: -2%; Apoferritin bind: 0%; POLH inh: -7%; Pol kappa inh: -7%; APE1 inh: 3%; ERG Ets-DNA blk: 1%

How did c1ccc(COC2CCCN(Cc3nc(-c4cnccn4)no3)C2)cc1 (centres undefined) do in these assays?
Pol beta inh: -8%; RGS4 inh: 42%; LDHA block: 0; 12-LOX inh: -10%; Apoferritin bind: -10%; POLH inh: -2%; Pol kappa inh: -6%; APE1 inh: -3%; ERG Ets-DNA blk: -4%

Results for Cc1nnc(NCc2ccc(F)cc2)c2c1nnn2Cc1ccccc1Cl ?
Pol beta inh: 25%; RGS4 inh: 2%; LDHA block: 1; 12-LOX inh: -13%; Apoferritin bind: -3%; POLH inh: -17%; Pol kappa inh: -6%; ERG Ets-DNA blk: -1%

Results for COc1ccc(-c2csc3nc(C(C)C)oc(=O)c23)cc1OC ?
Pol beta inh: -11%; RGS4 inh: 2%; LDHA block: -8; 12-LOX inh: 2%; Apoferritin bind: -2%; POLH inh: -20%; Pol kappa inh: 0%; APE1 inh: 13%; ERG Ets-DNA blk: -5%

What do the screens show for `COc1ccc(CCN=C(N)NS(=O)(=O)c2ccc(OC)cc2)cc1`?
Pol beta inh: 27%; RGS4 inh: -4%; LDHA block: -3; 12-LOX inh: 6%; Apoferritin bind: -6%; POLH inh: -14%; Pol kappa inh: 2%; APE1 inh: 5%; ERG Ets-DNA blk: -2%

What do the screens show for `CCCCn1c(N)c(N(CC(C)C)C(=O)c2ccc(Br)o2)c(=O)[nH]c1=O`?
RGS4 inh: -2%; LDHA block: -4; 12-LOX inh: 12%; POLH inh: -8%; Pol kappa inh: -2%; APE1 inh: 2%; ERG Ets-DNA blk: 15%

What do the screens show for `Cc1ccc(C)c(NC(=O)CN(C)C(=O)c2ccc3ncsc3c2)c1`?
RGS4 inh: -1%; LDHA block: -4; 12-LOX inh: -2%; POLH inh: 2%; Pol kappa inh: -7%; APE1 inh: 10%; ERG Ets-DNA blk: 2%

Results for CCC(=O)NC1(C(F)(F)F)C(=O)Nc2c1c(=O)[nH]c(=O)n2CC(C)C (centres undefined) ?
Pol beta inh: -6%; RGS4 inh: -4%; LDHA block: 0; 12-LOX inh: 9%; Apoferritin bind: -5%; POLH inh: -3%; Pol kappa inh: 4%; APE1 inh: 0%; ERG Ets-DNA blk: 10%

Results for CCCCN(CC)C(=O)Cn1cnc2sc(C)c(S(=O)(=O)N3CCC(C)CC3)c2c1=O ?
Pol beta inh: inconclusive; RGS4 inh: -26%; LDHA block: -3; 12-LOX inh: -18%; Apoferritin bind: 2%; POLH inh: -15%; Pol kappa inh: -23%; APE1 inh: 51%[activator]; ERG Ets-DNA blk: -5%

Results for O=C(NCCc1ccccc1)C(=O)NCC1OCCN1S(=O)(=O)c1ccc(Cl)cc1 (centres undefined) ?
Pol beta inh: -17%; RGS4 inh: 7%; LDHA block: -3; 12-LOX inh: 0%; Apoferritin bind: 10%; POLH inh: -12%; Pol kappa inh: -13%; APE1 inh: 0%; ERG Ets-DNA blk: -9%

Results for O=C(Nc1nccs1)c1cncc(Br)c1 ?
Pol beta inh: -18%; RGS4 inh: 2%; LDHA block: -6; 12-LOX inh: -10%; Apoferritin bind: -6%; POLH inh: -3%; Pol kappa inh: -5%; APE1 inh: -1%; ERG Ets-DNA blk: 15%

What do the screens show for `Cc1cc(C)c(CNC(=O)c2cc(C3CC3)nc3c2cnn3C(C)C)c(=O)[nH]1`?
RGS4 inh: 5%; LDHA block: 20; 12-LOX inh: 3%; POLH inh: -15%; Pol kappa inh: -4%; APE1 inh: 0%; ERG Ets-DNA blk: -6%

Results for O=C(NCC1CCCO1)C(=O)NCC(c1ccco1)N1CCN(c2ccccc2F)CC1 (centres undefined) ?
Pol beta inh: -1%; RGS4 inh: -17%; LDHA block: -2; 12-LOX inh: 9%; Apoferritin bind: -8%; POLH inh: -5%; Pol kappa inh: -6%; APE1 inh: 4%; ERG Ets-DNA blk: 4%

How did CN(C)S(=O)(=O)c1ccc(C(=O)Nc2ccccn2)cc1 do in these assays?
Pol beta inh: 9%; RGS4 inh: 10%; LDHA block: -3; 12-LOX inh: -6%; Apoferritin bind: -10%; POLH inh: -8%; Pol kappa inh: -5%; APE1 inh: 1%

2 compounds drawn at random from the list so far, as already listed:
Results for O=C(NCC1CCCO1)C(=O)NCC(c1ccco1)N1CCN(c2ccccc2F)CC1 (centres undefined) ?
Pol beta inh: -1%; RGS4 inh: -17%; LDHA block: -2; 12-LOX inh: 9%; Apoferritin bind: -8%; POLH inh: -5%; Pol kappa inh: -6%; APE1 inh: 4%; ERG Ets-DNA blk: 4%

Results for O=C(Nc1nccs1)c1cncc(Br)c1 ?
Pol beta inh: -18%; RGS4 inh: 2%; LDHA block: -6; 12-LOX inh: -10%; Apoferritin bind: -6%; POLH inh: -3%; Pol kappa inh: -5%; APE1 inh: -1%; ERG Ets-DNA blk: 15%
